Bioassay records from PubChem.
MDM2 E3 inh: blocks human Mdm2 ubiquitin ligase activity; signal enhancement, % at 5 µM; AID 1230; cell-based MDM2 ubiquitination luciferase reporter, 2 h; 0 = plate control, 100 = twice control, blank-subtracted; Q00987; 210,000 compounds, 0.11% hits;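 active = signal enhancement of 30% or more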;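 also: luminescence tracks abundance of the self-degrading MDM2-luciferase fusion protein; higher signal means inhibition of MDM2 E3 ligase activity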
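Buffer or medium: Cells held in DMEM | Assay system: Stable mammalian line carrying autodegrading MDM2–luciferase fusion reporter | Quantity: 2000 cells/well | Times: 4 h settle plus 2 h compound, 37 °C | Doses: One concentration, 5 µM, with 0.2% DMSO | Technique: Luminescence with SteadyLite reagent, 15 min at room temperature | Benchmarks: Plate controls and plate blanks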
eIF4E-4G inh: blocks eIF4E binding to eIF4G | P63073+Q04637 | TR-FRET eIF4E-eIF4GI(517-606) binding, 2 h | inhibition, % at 21.7 µM | 220,000 compounds, 0.37% hits | AID 782;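 active = inhibition above about 30%, limit read from the data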;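 also: 0% = full FRET control wells and 100% = background wells lacking eIF4GI fragment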
Wee1 stabilizer: human Wee1 degradation inhibition, primary screen | 220,000 compounds, 1.2% hits | AID 1321 | reporter increase, % at 5 µM | P30291 | HeLa Luc-Wee1K328M stability, luciferase luminescence; 100% = proteasome inhibitor MG132 effect;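 active = activation above the mean of all tested compounds plus 3 SD, set per screening run, cut at about 8.8% in these data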;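 also: cells exposed to compound for 20 h before luminescence read; 0% = DMSO alone and 100% = MG132 at 30 µM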
Ba/F3 V617F tox: reduce viability of Ba/F3 cells dependent on JAK2V617F. Ba/F3 EpoR-JAK2V617F viability, ATP luminescence. inhibition, % at 5.6 µM. 220,000 compounds, 1.1% hits. AID 1446;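 active = inhibition above the campaign mean plus 3 SD over all tested compounds, cut at about 24% in these data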;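 also: cytokine-independent growth of Ba/F3 cells driven by EpoR plus mutant JAK2; 0% = DMSO-treated cells and 100% = JAK inhibitor I control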
BaF3 tox: counter-screen for JAK2V617F inhibitors: parental Ba/F3 viability inhibitors | CellTiter-Glo ATP luminescence | inhibition, % at 5.6 µM | 220,000 compounds, 1.1% hits;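 active = inhibition above a per-campaign cutoff, the mean inhibition of all tested compounds plus 3 SD, cut at about 27% in these data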;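 also: 0% = DMSO wells and 100% = JAK Inhibitor I control wells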
PERK inh: blocks human PERK kinase; Q9NZJ5; CHO PERK-DD fusion, SEAP luminescence translation reporter; inhibition, % at 5.6 µM; 220,000 compounds, 0.17% hits; AID 1416;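 active = inhibition above the mean inhibition of all tested compounds plus 3 SD, set separately per screening campaign, cut at about 2.9% in these data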;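 also: PERK kinase domain activated by AP20187 dimerizer at 100 nM; 0% = DMSO with dimerizer and 100% = rapamycin at 8.4 µM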
Target sequence (Q9NZJ5 whole entry, looked up, the tested form may be a part): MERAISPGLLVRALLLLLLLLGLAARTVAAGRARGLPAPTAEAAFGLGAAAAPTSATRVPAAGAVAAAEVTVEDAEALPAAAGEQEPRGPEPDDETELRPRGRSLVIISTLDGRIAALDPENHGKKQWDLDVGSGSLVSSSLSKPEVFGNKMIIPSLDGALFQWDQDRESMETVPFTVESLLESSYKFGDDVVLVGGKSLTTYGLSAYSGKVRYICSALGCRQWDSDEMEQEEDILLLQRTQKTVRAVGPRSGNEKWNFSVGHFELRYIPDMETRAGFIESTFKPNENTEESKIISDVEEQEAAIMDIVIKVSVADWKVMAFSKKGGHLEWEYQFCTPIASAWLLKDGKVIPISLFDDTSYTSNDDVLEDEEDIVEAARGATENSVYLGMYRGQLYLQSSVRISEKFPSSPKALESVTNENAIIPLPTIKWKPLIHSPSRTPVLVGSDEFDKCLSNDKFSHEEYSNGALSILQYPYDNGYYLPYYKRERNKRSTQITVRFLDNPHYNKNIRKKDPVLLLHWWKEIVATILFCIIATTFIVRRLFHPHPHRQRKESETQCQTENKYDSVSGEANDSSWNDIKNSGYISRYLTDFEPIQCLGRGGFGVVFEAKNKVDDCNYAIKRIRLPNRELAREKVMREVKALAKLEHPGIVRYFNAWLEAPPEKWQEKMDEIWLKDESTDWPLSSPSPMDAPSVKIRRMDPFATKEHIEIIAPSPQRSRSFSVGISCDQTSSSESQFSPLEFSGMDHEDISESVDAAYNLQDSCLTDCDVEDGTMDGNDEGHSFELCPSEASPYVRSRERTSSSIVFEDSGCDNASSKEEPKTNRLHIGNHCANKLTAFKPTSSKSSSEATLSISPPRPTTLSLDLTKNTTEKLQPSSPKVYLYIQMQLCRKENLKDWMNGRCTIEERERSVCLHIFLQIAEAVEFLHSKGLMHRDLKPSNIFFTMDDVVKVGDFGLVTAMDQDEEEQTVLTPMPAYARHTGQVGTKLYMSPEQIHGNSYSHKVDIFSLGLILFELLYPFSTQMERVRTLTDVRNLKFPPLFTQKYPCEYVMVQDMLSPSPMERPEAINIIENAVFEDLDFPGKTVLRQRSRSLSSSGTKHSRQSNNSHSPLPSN
NPY2 pot ag: potentiates or activates human NPY-Y2 receptor; cells expressing NPY-Y2, potentiator/agonist read-out; activation, % at 3.6 µM; 220,000 compounds, 0.45% hits; in the data active = activation above about 27%;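 also: cells stimulated with NPY near EC25 plus isoproterenol at EC100; 0% = vehicle plus submaximal agonist and 100% = vehicle plus saturating agonist; some results beyond the cut were filed as inactive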
S1P4 agonist: activates the human S1P4 receptor. O95977. S1P4-expressing cell line, agonist reporter assay. activation, % at 4.98 µM. 220,000 compounds, 0.35% hits; in the data active = activation above about 11%;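 also: 0% = DMSO vehicle and 100% = reference agonist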
S1P4 antagonist: antagonists of human S1P4 receptor; O95977; S1P4-expressing cells, antagonist mode, reporter read-out; inhibition, % at 4.98 µM; 220,000 compounds, 0.26% hits; AID 1510; in the data active = inhibition above about 29%;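 also: 0% = wells stimulated with agonist and 100% = vehicle wells without agonist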
Numbers without * were called inactive; / = no result given; [ ] = dose if it differs, or a comment.

SMILES	MDM2 E3 inh	eIF4E-4G inh	Wee1 stabilizer	Ba/F3 V617F tox	BaF3 tox	PERK inh	NPY2 pot ag	S1P4 agonist	S1P4 antagonist
O=C(CS(=O)c1ccccc1[N+](=O)[O-])Oc1ccc(Br)cc1 (stereo not drawn)	-25	1	-2	-2	6	-0.1	-7	-2.5	1
N/C(Cn1nnc(-c2ccccc2)n1)=N\O	9	-3	2	0	4	0.3	3	0.7	-2
Cc1ccc2[nH]c(C)c(CCNC(=O)C3CCCCC3C(=O)OCC(F)(F)F)c2c1 (stereo not drawn)	-7	-2[fluorescence artefact?]	-3	-1	3	0.3	10	-2.0	-6
COC(=O)c1cc(C(=O)Nc2nnc(CC(C)(C)C)s2)cc([N+](=O)[O-])c1	-35	-15	1	5	11	0.7	-3	0.8	-11
CCOC(=O)CCCCC(=O)c1[nH]c(=O)[nH]c1Cn1cnc2ccccc21	5	-4	-1	0	1	0.2	-5	-0.3	-7
Cc1ccc(N2C(=S)NC3c4ccccc4OC2(C)C3C(=O)N(C)C)cc1 (stereo not drawn)	-2	0	-2	0	5	0.6	-4	0.7	1
Nc1nonc1-c1nc2ccccc2n1CC(=O)NC1CCCC1	-2	-1	-2	-3	9	0.6	-9	1.1	-3
O=C1COc2ccc(C(=O)c3ccccc3C(=O)NCc3ccccc3)cc2N1	-9	2	2	0	4	0.2	-2	-2.4	-27
COc1ccc(-n2nc([N+](=O)[O-])c(=NCc3cccnc3)n2O)cc1	3	14	3	-3	3	0.8	-1	0.3	-22
Cc1ccc(C)c(Oc2coc3cc(OC(=O)c4cccs4)ccc3c2=O)c1	/	/	2	2	1	1.0	-4	-1.1	-26
CCn1c(SCC(=O)Nc2nnc(C)s2)nnc1-c1ccco1	-18	3	-1	2	7	0.9	-4	1.6	-5
COC(=O)CSc1ccc(C#N)c(SCC(=O)OC)c1	-5	-3	-1	-4	-3	0.7	0	0.1	-7
COc1ccc2cc3cc(C(=O)Nc4cc(OC)c(OC)c(OC)c4)oc3nc2c1	-17	/	-3	4	6	-2.2	-11	0.3	2
NC(=O)[C@@H]1CCOc2c(I)cc([N+](=O)[O-])cc2C(=O)N[C@@H](CO)C(=O)NCC(=O)N1	/	3[fluorescence artefact?]	-2	1	6	0.1	-5	0.7	16
O=C(N/N=C/c1ccc([N+](=O)[O-])o1)c1cc2c(ccc3ccccc32)o1	-6	38*	3	2	7	0.6	10	-0.1	1
CCc1ccc(/C=N/N2CCN(c3ccccn3)CC2)cc1	-8	-5	-2	-4	0	-0.2	7	0.7	6
O=C(NCc1cccs1)c1cnc(Cl)c(Cl)c1	-8	2	1	0	7	1.1	-1	-0.3	-1
CCOC(=O)C1=C(N)Oc2cc(C)oc(=O)c2C1c1cccnc1 (stereo not drawn)	-5	1	-2	-2	-1	0.0	23	0.3	-2
CC(C)[C@H](Nc1ccc(C(F)(F)F)cc1[N+](=O)[O-])C(=O)O	4	6	-4	-3	2	1.5	-12	1.6	-3
CN1CCN(C(=O)c2ccccc2NC(=O)c2cccs2)CC1	-15	3[fluorescence artefact?]	-1	0	0	0.1	-2	-2.1	-2

Reformatted: 2 of the compounds above.
SMILES,MDM2 E3 inh,eIF4E-4G inh,Wee1 stabilizer,Ba/F3 V617F tox,BaF3 tox,PERK inh,NPY2 pot ag,S1P4 agonist,S1P4 antagonist
Cc1ccc(N2C(=S)NC3c4ccccc4OC2(C)C3C(=O)N(C)C)cc1 (stereo not drawn),-2,0,-2,0,5,0.6,-4,0.7,1
O=C(CS(=O)c1ccccc1[N+](=O)[O-])Oc1ccc(Br)cc1 (stereo not drawn),-25,1,-2,-2,6,-0.1,-7,-2.5,1

The list continues.
SMILES	MDM2 E3 inh	eIF4E-4G inh	Wee1 stabilizer	Ba/F3 V617F tox	BaF3 tox	PERK inh	NPY2 pot ag	S1P4 agonist	S1P4 antagonist
NC(N)=Nc1cc2ccccc2c2ccccc12	-5	-3	-1	28*	9	0.1	-20	0.8	-12
O=C(c1ccc(Cl)cc1)N1CCC(O)(CSc2ccc(Cl)cc2)CC1	-14	-5	-1	2	8	-0.1	-13	-3.8	-8
COc1ccccc1C(=O)O/N=C(\c1ccccc1)c1ccncc1	12	4	0	1	1	0.6	0	-1.0	-2
CC(=O)c1ccc(C(=O)N2CCCC(C(=O)c3cc(F)ccc3F)C2)s1 (stereo not drawn)	-7	2	5	-2	3	0.2	2	-0.5	-9
COc1cccc(CN2CCCC(CNC(=O)c3ccc(F)cc3)C2)c1OC (stereo not drawn)	-5	-3	-2	0	7	-0.7	-3	-0.2	-20
O=C(C1CCN(S(=O)(=O)N2CCOCC2)CC1)N1CCN(Cc2ccccc2)CC1	-14	-4[fluorescence artefact?]	1	1	2	0.9	-6	-1.0	-6
CCOC(=O)C1=C(Nc2ccccc2)OCC1=O	-15	2[fluorescence artefact?]	4	-3	5	1.2	2	-3.8	-20
CN(C)c1ccnc(Nc2ccc(O)cc2)c1C#N	-12	-3	3	0	8	0.4	-2	0.1	-16
COC(=O)c1ccc(COc2ccccc2[N+](=O)[O-])o1	-1	6	-2	-2	2	0.3	5	2.7	0
COc1cccc(N2CCN(C(=O)c3cccnc3)CC2)c1	0	10	-4	4	5	0.9	-1	-0.6	-14
CCOC(=O)c1ccc(CNC(=O)Cn2nnc(-c3ccccc3F)n2)o1	-21	2	-1	-1	1	1.6	1	-0.4	-18
COCCOc1cc(COC)nc(-c2cccc(C)c2)n1	-6	5	3	3	-1	-1.1	-16	0.3	3
O=C(Cn1cc2c(n1)CCCC2)N1CCOCC1	-18	2	0	-2	6	2.5	3	-0.4	-12
Cc1ccccc1CNC(=O)c1ccccc1	0	-1	3	-2	4	0.8	-9	-1.0	-9
CN(CCc1cn[nH]c1)Cc1nc(C(c2ccccc2)c2ccccc2)no1	-9	3	4	-1	2	0.2	1	1.4	-6
O=[N+]([O-])c1nn(-c2cccc(Cl)c2)n(O)c1=NCc1cccnc1	-9	-1	-3	4	5	0.1	5	-2.1	9
O=c1[nH]c(-c2cccnc2)nc2ccccc12	-3	-4	0	-3	0	-1.1	22	1.5	4
O=C(Nc1n[nH]c(C2CCCCC2)n1)C1CCCCC1	-1	-8[fluorescence artefact?]	-4	-4	1	0.3	3	-0.8	2
Cc1nnc(SCC(=O)Nc2sc3c(c2C#N)CCCC3)[nH]c1=O	-9	-3	-4	2	10	0.3	-31	-0.7	-21
CCOC(=O)c1cc(NC(=O)C2C3CCC(O3)C2C(=O)O)cc(C(=O)OCC)c1 (stereo not drawn)	-14	-6	8	-1	2	0.8	-15	-2.5	1
O=C(COc1ccccc1O)NNc1ccccc1	/	0	0	-1	7	0.1	2	1.5	-19
CCc1ccc(C(=O)CSC2=C(C#N)C(c3ccco3)C(C(C)=O)=C(C)N2)cc1 (stereo not drawn)	-17	-8[fluorescence artefact?]	2	-2	0	-0.6	-22	0.7	4
COc1ccc(/C=C/C(=O)Oc2cccc(/C=N/NC(=O)COc3c(C)cccc3C)c2)cc1	-1	3	0	-3	5	0.8	-10	-0.1	-15
COc1ccc(OC)c(/C=C/C(=O)N(C)CC(=O)Nc2ccc(C)cc2)c1	-8	3	1	0	3	0.1	-5	1.2	-12
CC(C)CC(NC(=O)C(NC(=O)OC(C)(C)C)C(C)C)C(=O)N1CCCC1C(N)=O (stereo not drawn)	-8	3	0	3	4	1.1	2	-0.9	3
COC(=O)c1cccc(C(=O)N2CCC(CO)(Cc3ccccc3Cl)CC2)c1	-27	4	1	-1	1	1.3	-4	-1.0	5
COc1ccc(C2=C(C=Nc3c(C)n(C)n(-c4ccccc4)c3=O)C(c3ccccc3C)c3ccccc3O2)cc1OC (stereo not drawn)	-9	-5[fluorescence artefact?]	-2	-5	3	-0.1	8	-3.3	5
CC(C)=C(NC(=O)c1ccccc1)C(=O)NCc1ccccc1	-7	2	-1	-1	2	1.1	21	-2.2	-26
CCC(C)(C)n1nnnc1C(c1ccc(OC)c(OC)c1)N1CCN(c2cccc(OC)c2)CC1 (stereo not drawn)	-13	8	-1	2	5	-0.6	-12	-1.2	4
CCOC(=O)C(Cc1c[nH]c2ccccc12)NC(=O)CNC(C)=O (stereo not drawn)	-7	0	1	-3	0	-0.1	9	1.4	-17
CCOc1ccc(OCC(O)CNC2CCN(Cc3ccccc3)CC2)cc1 (stereo not drawn)	-17	3[fluorescence artefact?]	0	0	4	-0.2	-16	2.0	-17
COc1cccc(/C=N/n2c(-c3cc(C)[nH]n3)n[nH]c2=S)c1OC	-11	0	1	-4	-1	1.4	-36	-0.6	3
COc1cc(C)c(S(=O)(=O)NCc2cccs2)cc1C	-9	-6	-2	4	4	0.0	9	-3.5	-4
CC(C)CNC(=S)Nc1ccc(S(N)(=O)=O)cc1	0	-2	-1	1	7	1.6	12	-0.1	-12
CCn1nc(C)c(NC(=O)Nc2cccc(Cl)c2Cl)c1C	-14	-3	0	0	2	-0.1	3	2.0	-7
O=C(Nc1ccc(C(O)(C(F)(F)F)C(F)(F)F)cc1)c1ccc(Cl)c([N+](=O)[O-])c1	-5	22	-1	8	5	-0.1	26	1.1	-11
Cc1ccc(-c2ccc(/C=N/NC(=O)CN3CCCC3)o2)cc1Cl	10	0[fluorescence artefact?]	1	0	10	0.7	-16	-0.5	-9
Cc1cccc(-n2c(SCC(=O)Nc3nonc3C)nnc2-c2ccoc2C)c1	-5	-3[fluorescence artefact?]	-2	1	2	-0.2	-12	0.9	-3
Cc1ccc(C(=O)N2CC(C)OC(C)C2)cc1[N+](=O)[O-] (stereo not drawn)	-8	2	2	-2	-1	1.4	-8	0.1	3
CN1CCC(NC(=O)NC2CCCCC2)CC1	-6	-3	1	-5	-2	1.1	26	-1.1	-13
CCOc1ccc(Cn2nnc(C(=O)Nc3ccc(OC)cc3OC)c2N)cc1	-21	1	0	-1	2	-0.5	7	-0.1	-8
CCCCSc1nc2c(=O)[nH][nH]c(=O)c2n1Cc1ccccc1	1	1	-3	2	5	1.5	-5	0.0	-7
O=C(N/N=C/c1ccc(OCc2ccccc2)cc1)c1ccncc1	-9	-1	0	0	2	0.2	0	0.1	-5
O=C(NNC(=O)c1ccccc1[N+](=O)[O-])Nc1ccccc1C(F)(F)F	-32	-1	1	-1	2	0.2	2	0.7	-1
COc1cc2c(cc1NC(=O)c1cccc([N+](=O)[O-])c1C)oc1ccccc12	19	-19	-3	53*	1	-0.1	0	2.7	-10
Cc1cc(S(=O)(=O)N(Cc2ccc(F)cc2)CC2CCCO2)ccc1-n1cnnn1 (stereo not drawn)	-1	-3	-1	-4	2	-1.2	18	0.7	-5
CS(=O)(=O)NCCNc1cc(Cl)ccc1[N+](=O)[O-]	-13	-4	-2	0	10	1.7	-6	0.5	-3
Cc1ccc(C(=O)N2CCN(c3ccc([N+](=O)[O-])c(N4CCOCC4)c3)CC2)cc1	-6	3	1	-2	1	-1.5	10	-0.7	4
Cc1ccc(NCc2n[nH]c(=S)n2-c2cccc(Cl)c2)cc1	-17	-3	5	-1	5	0.3	3	1.1	-10
Cc1cc(C)n(-c2nc(NCCN(C)C)c3c4c(sc3n2)COC(C)(C)C4)n1	-8	2	-1	0	5	-0.7	-76	0.6	2
CCN1CCN(S(=O)(=O)c2ccc3ccccc3c2)CC1	0	2	-2	-1	4	-0.6	13	-3.2	3
OCCC1CN(Cc2ccc3ncccc3c2)CCN1Cc1ccccc1 (stereo not drawn)	-8	0	1	1	4	0.4	-5	-1.3	4
CCCCCCn1c(N2CCN(c3ccccc3)CC2)nc2c1c(=O)n(C)c(=O)n2C	-9	4	-2	1	2	0.0	-1	2.6	-9
